High-throughput results (PubChem BioAssay)
DT40 TDP1 CPT = DT40-hTDP1 cell growth loss with CPT; 12% of 420,000 active; Potency, µM (titrated, usually from 46.2 µM), without a hit: at the top dose activity change, negative = growth inhibition, hits mostly inhibitors; chicken DT40 Tdp1-/-;hTDP1 cells + 20 nM CPT, ATP luminescence, 48 h; also: nearly all actives have a fitted effect of over 55% in size
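Chicken DT40 Tdp1-/- cells stably complemented with human TDP1 were seeded at 400 cells/well in medium containing 20 nM camptothecin, exposed to pin-transferred compounds, and grown at 37 °C for at least 48 hr. Viability was read as ATP luminescence.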
KAT2A inh = blocks human GCN5L2 histone acetyltransferase; Q92830; GCN5L2 HAT assay, ThioGlo1 CoA-SH fluorescence; Potency, µM (doses to about 58.9 µM), for inactives: at the highest dose activity change, negative = inhibition, usual class: inhibitors; 0.21% of 390,000 active
Target sequence (Q92830 whole entry, looked up): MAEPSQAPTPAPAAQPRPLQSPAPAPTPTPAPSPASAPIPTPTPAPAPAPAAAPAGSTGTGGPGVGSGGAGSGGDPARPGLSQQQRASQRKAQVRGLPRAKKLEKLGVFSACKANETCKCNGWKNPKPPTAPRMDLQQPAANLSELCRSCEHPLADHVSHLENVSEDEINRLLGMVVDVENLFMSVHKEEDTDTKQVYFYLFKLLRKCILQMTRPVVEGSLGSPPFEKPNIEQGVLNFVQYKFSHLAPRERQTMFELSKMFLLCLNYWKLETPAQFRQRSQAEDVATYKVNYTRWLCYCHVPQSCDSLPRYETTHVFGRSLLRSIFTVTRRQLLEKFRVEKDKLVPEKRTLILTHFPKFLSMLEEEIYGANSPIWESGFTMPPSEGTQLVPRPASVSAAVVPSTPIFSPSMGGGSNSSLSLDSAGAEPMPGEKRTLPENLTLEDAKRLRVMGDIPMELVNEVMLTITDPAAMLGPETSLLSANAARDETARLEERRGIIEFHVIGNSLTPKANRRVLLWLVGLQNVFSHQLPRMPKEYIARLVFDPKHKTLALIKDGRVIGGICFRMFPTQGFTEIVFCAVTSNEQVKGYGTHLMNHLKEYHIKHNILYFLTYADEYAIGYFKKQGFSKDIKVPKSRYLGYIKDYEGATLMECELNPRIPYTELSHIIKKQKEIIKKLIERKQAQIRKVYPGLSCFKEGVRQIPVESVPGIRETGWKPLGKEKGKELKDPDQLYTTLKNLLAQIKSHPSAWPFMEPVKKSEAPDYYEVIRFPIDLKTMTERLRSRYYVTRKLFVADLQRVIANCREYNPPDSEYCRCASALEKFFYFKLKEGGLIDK
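GCN5L2 (20nM final) in 50mM HEPES, 0.1mM EDTA pH 7.5, 0.01% Tween-20 was preincubated 15 min at room temperature with compound, then given ThioGlo1 (50uM), H3(1-25) peptide (75uM) and acetyl-CoA (70uM); CoA-thiol fluorescence (Ex340/Em540) was read at 0 and 20 min.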
TDP1 cell noCPT = qHTS for Inhibitors of human tyrosyl-DNA phosphodiesterase 1 (TDP1): qHTS in cells in absence of CPT | DT40 Tdp1-/- hTDP1 cells, no CPT, ATP luminescence, 48 h | Potency, µM (top dose mostly 46.2 µM), for inactives: at the top dose activity change, negative = growth inhibition, hits mostly inhibitors | 15% of 420,000 active; also: nearly all actives have a fitted effect of over 55% in size
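Chicken DT40 Tdp1-/- cells complemented with human TDP1, screened without camptothecin (DMSO vehicle only), 400 cells/well. Compounds pin-transferred, cells incubated at 37 °C for at least 48 hr. Growth read as ATP-dependent luminescence (CellTiter-Glo, 30 min at RT).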
* = called active by the depositor; u = inconclusive; x = no result given; & = joins results of further samples. Calls follow the shape of the dose curve; as a rule, active = well fitted curve in the direction sought with a large enough effect; inconclusive = small, poorly fitted or top-dose-only effect, or another doubt; inactive = no such curve, though single readings can be large; an effect the other way counts as inactive or inconclusive. % is scaled to controls: 0 for no effect and ±100 for the full control effect; potency is read from the fitted curve at half-maximal effect. Not all compounds are listed, so the mix of outcomes need not match the whole.

SMILES | DT40 TDP1 CPT | KAT2A inh | TDP1 cell noCPT
Cc1noc(C)c1NC(=O)Nc1cccc2c1O[C@@H](CN(C)Cc1ccc3c(c1)OCO3)[C@@H](C)CN([C@H](C)CO)C2=O | -18% | -5% | -8%
CN(CC(=O)Nc1ccc(N2CCOCC2)cc1)C(=O)c1ccc(O)c(Cl)c1 | -1% | -1% | -16%
NC(=O)c1nn(-c2ccccc2)c(=O)cc1O | -12% | -18% | -2%
CC(=O)Nc1cccc2c1OCCO2 | -19% | 1% | -4%
CC1(C)N=C(/C=N/O)CN1O | 9% | 0% | -3%
CC1(c2ccc(OC(F)F)cc2)NC(=O)N(/N=C/c2c(O)ccc3ccccc23)C1=O (centres undefined) | -13% | -12% | -35%
Cc1ccc(CNC(=O)c2ccc(CS(=O)(=O)c3ccccc3)o2)cc1 | -21% | 1% | -25%
CC(C)(C)SCCNC(=O)Nc1ccccc1 | 7% | -3% | 5%
CC1=C(C(=O)N(C)C)CC(CC(=O)NC(c2ccccc2)c2ccccc2)C(=O)N1Cc1ccc(F)cc1 (centres undefined) | u | x | 18µM*
CCCCCCNc1nc(NCc2ccco2)nc(OCC)n1 | 21µM* | -15% | 18µM*
O=C(NCCCN1CCN(CCCNC(=O)c2cccc([N+](=O)[O-])c2)CC1)c1cccc([N+](=O)[O-])c1 | 2% | 0% | u
CC1(C)Cc2c(sc(NC(=O)C(=O)N3CCOCC3)c2C#N)CO1 | 21µM* | 2% | u

For reference, part of the list above:
SMILES | DT40 TDP1 CPT | KAT2A inh | TDP1 cell noCPT
CC1(C)N=C(/C=N/O)CN1O | 9% | 0% | -3%
CC1(c2ccc(OC(F)F)cc2)NC(=O)N(/N=C/c2c(O)ccc3ccccc23)C1=O (centres undefined) | -13% | -12% | -35%
Cc1ccc(CNC(=O)c2ccc(CS(=O)(=O)c3ccccc3)o2)cc1 | -21% | 1% | -25%
CC(C)(C)SCCNC(=O)Nc1ccccc1 | 7% | -3% | 5%
CC1=C(C(=O)N(C)C)CC(CC(=O)NC(c2ccccc2)c2ccccc2)C(=O)N1Cc1ccc(F)cc1 (centres undefined) | u | x | 18µM*
CCCCCCNc1nc(NCc2ccco2)nc(OCC)n1 | 21µM* | -15% | 18µM*

More results follow:
SMILES | DT40 TDP1 CPT | KAT2A inh | TDP1 cell noCPT
CCc1nc2ccccc2n1CCCCOc1ccc(Cl)cc1 | 21µM* | -11% | u
O=C(CN(Cc1ccc2c(c1)OCO2)C(=O)CNC(=O)c1ccco1)NC1CCCCC1 | -11% | -9% | 0%
NC(=S)Nc1nc2ccccc2s1 | 2.6µM* | -15% | 4.1µM*
COc1cc(/C=N/NC(=O)c2ccc(-n3cccc3)cc2)ccc1O | u | -2% | u
COc1ccc(CNC(=O)COC(=O)/C=C/c2cccs2)cc1 | 7% | -1% | -16%
Cc1cc(NC(=O)COC(=O)C2CCN(S(=O)(=O)c3ccccc3)CC2)c([N+](=O)[O-])cc1C | 18% | -19% | -11%
O=C(CCc1nc2ccccc2c(=O)[nH]1)Nc1cc(C(F)(F)F)ccc1N1CCOCC1 | u | -19% | u
O=C(Nc1cccc(Cl)c1)Nc1cc(S(=O)(=O)N2CCOCC2)ccc1N1CCCC1 | 15µM* | -10% | 23µM*
O=C(CSc1n[nH]c(=O)n1C1CC1)N1N=C(c2ccc(Cl)cc2)CC1c1ccco1 (centres undefined) | u | -25% | u
CCc1ccc2c(c1)/C(=N/OC)C(=O)N2 | u | 3% | 21µM*
O=C(CC(=O)N/N=C/c1ccccc1)NCc1ccccc1 | -4% | -4% | -5%
O=[N+]([O-])c1ccc(C(=S)N2CCC(Cc3ccccc3)CC2)cc1 | -27% | 22% | -26%
COc1ccc(C(=O)Nc2nnc(S(=O)(=O)N3CCOCC3)s2)cc1 | -14%&-5% | -17%&0% | 1%&-10%
Cc1ccc(CN2C(=O)N/C(=C/c3cc(C)n(-c4ccccn4)c3C)C2=O)cc1 | u | -5% | 23µM*
Cc1cc(C)c(/C=C(\C#N)C(N)=S)c(C)c1 | -25% | 1% | -26%
O=C(C1CCC(CNS(=O)(=O)c2ccccc2)CC1)N1CCCCC1 (centres undefined) | 0% | -5% | -16%
C[C@H]1CN([C@@H](C)CO)C(=O)c2cccc(NC(=O)Nc3ccc(C(F)(F)F)cc3)c2O[C@@H]1CN(C)S(=O)(=O)c1ccccc1 | u | -15% | 21µM*
Cc1ccc(/C=c2\sc3nc(-c4ccccc4Br)nn3c2=O)o1 | u | -15% | -28%
COc1ccc(NC(=O)Cn2c(=O)n(-c3ccccc3)c(=O)c3ccc(C(=O)NCc4ccc5c(c4)OCO5)cc32)cc1 | -25% | 0% | -25%
Cc1cc(OCC(=O)c2ccc(F)cc2)ccc1N1C(=O)CCC1=O | 8% | -5% | -12%
COc1ccccc1CN1CCSCC1 | -16% | -5% | 4%
Cc1cnc(C(=O)N(c2ccc(N3CCOCC3)cc2)C2C(=O)Nc3ccccc3N=C2c2ccc3c(c2)OCO3)cn1 (centres undefined) | -12% | x | -13%
COCCNC(=O)C1CCCN(C(=O)c2cc(C)nn2C(C)(C)C)CC1 (centres undefined) | -7% | x | 1%
COc1cccc(NS(=O)(=O)c2ccc3c(c2)NC(=O)C(C)C(=O)N3)c1 (centres undefined) | -9% | u | -27%
Cc1ccc(NC(=O)C2C(c3ccccc3)C2(Cl)Cl)c(C)c1 (centres undefined) | u | -9% | u
C/C(=N\NC(=O)c1ccccc1)c1c(C)[nH]n(-c2ccccc2)c1=O | 0.15µM* | -21% | 0.41µM*
Cc1ccccc1NC(=O)Cc1cn(C)c2ccccc12 | 1% | -5% | -14%
COc1ccccc1-c1ccc2nnc(SCC(=O)N3CCCC3)n2n1 | -28% | -27% | u
O=C(Nc1cnn(Cc2ccc(F)cc2)c1)c1cc(-c2ccco2)on1 | u | -5% | -9%
O=C(COC(=O)Cc1ccsc1)Nc1cccc(Cl)c1 | -3% | -6% | 2%
C=CCNC(=O)C(C#N)c1nc2ccccc2nc1N1CCCCCC1 (centres undefined) | u | -9% | u
CC1(C)CC(=O)C=C(Nc2ccc(C(=O)O)c(O)c2)C1 | -10% | 2% | -12%
CCOC(=O)N1CCN(C(=O)c2ccc3c(=O)n(-c4ccc(OC)cc4)c(=S)[nH]c3c2)CC1 | u | 0% | -23%
CCCCn1c(CCn2nc(C)c(Br)c2C)n[nH]c1=S | -14% | -6% | 2%
CC1CCN(c2nc3ccc(C(=O)NCc4ccc(Cl)cc4)cc3s2)CC1 | u | -11% | u
Cc1ccc(N(CC(=O)NCc2ccc(F)cc2)C(=O)CCC(=O)Nc2ccccn2)cc1C | u | -3% | u

Structures listed so far that contain bromine (2):
SMILES | DT40 TDP1 CPT | KAT2A inh | TDP1 cell noCPT
Cc1ccc(/C=c2\sc3nc(-c4ccccc4Br)nn3c2=O)o1 | u | -15% | -28%
CCCCn1c(CCn2nc(C)c(Br)c2C)n[nH]c1=S | -14% | -6% | 2%

(continued)
SMILES | DT40 TDP1 CPT | KAT2A inh | TDP1 cell noCPT
O=[N+]([O-])c1ccc(-c2nc(NCc3cccnc3)c3ccccc3n2)cc1 | -5% | -11% | 27%
Cc1cc(C(=O)N2CCN(CCc3ccccc3)CC2)no1 | 5% | -18% | 2%
COc1ccc(S(=O)(=O)N(C)C)cc1NC(=O)CSc1nnc(-c2cccnc2)o1 | 1% | 0% | -11%
O=C(COC(=O)c1ccc2ncsc2c1)NC(=O)c1ccccc1 | 5% | 2% | -16%
CCCOc1ccc(C(=O)NCc2cccnc2)cc1 | u | -11% | -17%
O=C(c1csnn1)N1CCC2(CC1)CN(C(c1ccccc1)c1ccccc1)C2 | -15% | 1% | u
CCOC(=O)c1cccc(NC(=O)c2ncoc2-c2ccco2)c1 | -25% | 0% | -28%
O=C(Nc1ccc2c(c1)OCO2)C1Cc2c(-c3ccc4c(c3)OCO4)ccnc2O1 (centres undefined) | 6.5µM* | x | 6.5µM*
CN(Cc1ncc[nH]1)Cc1cn(-c2ccccc2)nc1-c1ccc2c(c1)OCO2 | u | 1% | -24%
O=C(NCCc1ccccc1)C(c1ccncc1)N(C(=O)c1csnn1)C1CC1 (centres undefined) | 6% | -2% | -11%
COc1ccc(CN(C)C(=O)c2cccc(NS(=O)(=O)c3ccccc3)c2)cc1F | -4% | 1% | -25%
COc1ccccc1CNC(=O)CCCn1nc(C)n2ccnc2c1=O | 0% | -21% | -15%
COc1ccccc1C(=O)COC(=O)c1ccccc1OCC(=O)Nc1ccc(SC(F)F)cc1 | u | 0% | u
Cc1cccnc1C(NC(=O)C1CCN(Cc2ccc(Cl)cc2)CC1)c1ccccc1 (centres undefined) | 16µM* | x | 16µM*
CCOc1ccc(C2CC(=O)Nc3nc(SCc4ccccc4C)[nH]c(=O)c32)cc1OC (centres undefined) | u | -9% | 15µM*
Cc1ccc(O)c(C(=O)c2cc(C#N)c(=O)n(-c3nccs3)c2)c1 | -19% | -20% | u
CCOc1ccc(CNC(=O)C2CCN(S(=O)(=O)c3c(C)noc3/C=C/c3ccc(C)cc3)CC2)cc1OC | -15% | -19% | -23%
O=C(O)c1ccc2[nH]c3c(c2c1)CCCC3 | -14% | 1% | u
O=C(c1cccs1)N1N=C(c2ccc(O)cc2)CC1c1ccccc1 (centres undefined) | u | -1% | u
Cc1csc(NC(=O)c2cc(-c3ccco3)nc3ccccc23)n1 | u | -14% | -23%
O=NN(C(=O)NCc1cccnc1)C1CCCCC1 | -21% | x | 0%
Cc1ccc2cccc(Oc3ncnc4scc(-c5ccccc5)c34)c2n1 | u | -12% | u
CC(C)Cn1cc(NC(=O)N2CCN(c3cccc(C(F)(F)F)c3)CC2)c2ccccc2c1=O | 15µM* | -2% | 16µM*
c1ccc(-c2n[nH]c(-c3ccccc3)c2-c2nc3ccccc3[nH]2)cc1 | u | u | u
CSCCC(NC(=O)/C(=C/c1ccco1)NC(=O)c1ccc(Br)o1)C(=O)O (centres undefined) | 0% | 3% | -5%
C/C(Cl)=C/Cn1c(SCCN2CCOCC2)nc2c1c(=O)[nH]c(=O)n2C | -16% | -2% | -18%
Cn1c2ccc(F)cc2c2ncn(Cc3ccco3)c(=O)c21 | -14% | -1% | -28%
Cn1c(-c2ccccc2)cccc1=O | -9% | -5% | 0%
O=C(CCC1CCCCC1)Nc1cc(C(F)(F)F)ccc1N1CCOCC1 | u | -14% | u
COc1ccc(-c2c(C)nn3c(N4CCN(c5ccccc5)CC4)cc(C)nc23)cc1OC | u | -1% | u
CCOC(=O)N1CCC(NC(=O)CCS(=O)(=O)c2ccc3c(c2)CCN3C(=O)CC)CC1 | -3% | -11% | 1%
COc1cc(C)c(Cc2cnc(N)nc2N)cc1OC | u | 2%&1% | 13µM*
CCS(=O)(=O)Nc1c(C(=O)OC)[nH]c2ccccc12 | -10% | 1% | 2%
COC(=O)c1cc(C(=O)N2CCc3ccccc32)cc([N+](=O)[O-])c1 | -19% | -14% | -10%
CCOc1ccc(Cn2nnc(C(=O)NCc3ccc(OC)cc3)c2N)cc1 | 3% | -2% | -9%
CCN(c1ccccc1)c1cc2ccccc2c(=O)[nH]1 | u | -13% | u
CCC(CO)Oc1cc(NCc2ccccc2C(F)(F)F)c2ncn(C(C)C)c2c1 (centres undefined) | 23µM* | -11% | 16µM*
O=[N+]([O-])c1cccc(-c2n[nH]c(=S)n2-c2ccc(Br)cc2)c1 | -18% | -4% | u
Cn1c(N)c(N=O)c(=O)n(C)c1=S | -9% | x | u
COC(C/C=C\[C@H](O)[C@H](C)OCc1ccccc1)OC | 0% | x | -23%
COC(=O)c1cc(=O)n(Cc2ccc3c(c2)OCO3)c(=Nc2ccc(F)cc2)s1 | u | 0% | u
COc1cc(C(O)c2nc(-c3cccc(C(F)(F)F)c3)cs2)ccc1F (centres undefined) | 16µM* | x | u
